Source: PubChem (National Center for Advancing Translational Sciences (NCATS))
Vif-APOBEC3G blk – qHTS for Inhibitors of Vif-A3G Interactions: qHTS | HeLa A3G-eYFP + Vif (tagged APOBEC3G with the HIV-1 protein that degrades it), YFP fluorescence, overnight | Potency, µM (titrated, usually from 46.1 µM), for the others: at the highest dose activity, negative = active, most hits filed as inhibitors | actives 0.076% (n = 410,000);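 also: potency is read from the fitted curve at half-maximal effect; % is scaled to controls: 0 for no effect and ±100 for the full control effect; nearly all actives have a fitted effect of over 60% in size; hits raise eYFP signal because A3G escapes Vif-driven loss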
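HeLa cells stably expressing Vif and C-terminally eYFP-tagged A3G, seeded overnight at 37 deg C, then exposed to compound by pintool overnight at 37 deg C. Rise in yellow fluorescence (Ex 488/Em 500-530, Acumen) marks blocked Vif-driven A3G degradation.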
12-LOX inh – Primary qHTS assay for inhibitors of human arachidonate 12S-lipoxygenase (ALOX12): Round 2. Polyunsaturated fatty acid lipoxygenase ALOX12 (Homo sapiens), P18054. purified 12hLO, xylenol orange hydroperoxide absorbance. Potency, µM (highest dose often 108 µM), for the others: at the top dose activity change, negative = inhibition, usual class: inhibitors. actives 1.1% (n = 580,000); also: potency is read from the fitted curve at half-maximal effect; % is scaled to controls: 0 for no effect and ±100 for the full control effect
Target sequence (P18054 whole entry, looked up): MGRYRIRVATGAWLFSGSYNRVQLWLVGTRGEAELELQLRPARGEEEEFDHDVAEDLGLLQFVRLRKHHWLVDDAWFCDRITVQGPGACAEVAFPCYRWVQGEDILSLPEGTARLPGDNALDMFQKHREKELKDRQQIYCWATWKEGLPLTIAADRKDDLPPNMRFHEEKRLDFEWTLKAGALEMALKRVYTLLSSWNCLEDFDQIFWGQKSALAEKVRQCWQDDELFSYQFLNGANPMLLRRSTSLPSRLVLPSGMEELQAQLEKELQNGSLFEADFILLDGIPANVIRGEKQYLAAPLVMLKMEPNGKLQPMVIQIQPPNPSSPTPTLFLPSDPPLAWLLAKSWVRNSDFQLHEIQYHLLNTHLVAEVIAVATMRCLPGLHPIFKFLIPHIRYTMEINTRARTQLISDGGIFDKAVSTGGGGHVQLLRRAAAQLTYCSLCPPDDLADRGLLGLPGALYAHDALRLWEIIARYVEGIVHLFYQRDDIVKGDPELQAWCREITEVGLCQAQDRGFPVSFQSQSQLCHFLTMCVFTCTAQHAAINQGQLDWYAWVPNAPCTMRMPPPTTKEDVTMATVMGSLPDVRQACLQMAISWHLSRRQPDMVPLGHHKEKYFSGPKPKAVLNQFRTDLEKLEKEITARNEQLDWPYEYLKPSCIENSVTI
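Purified human 12hLO (150 nM final) in 25 mM Hepes, 0.01% Triton X-100, pH 7.0 was preincubated 15 min at room temperature with compound. Then 40 uM arachidonic acid was added, 30 min. Hydroperoxide was read by Fe-XO absorbance ratio 573/405 nm.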
ERG-DNA inh – qHTS for Small Molecule Inhibitors of the ERG Ets/DNA interaction; Transcriptional regulator ERG (Homo sapiens), P11308; fluorescence polarization, His-ERG Ets domain / labelled DNA; actives 0.028% (n = 370,000); Potency, µM (top dose mostly 76.9 µM), without a hit: at the top dose FP activity, negative = inhibition, actives largely listed as inhibitors; active = well fitted inhibition curve with a large enough effect in the polarisation, with a control signal flat; inconclusive = small, poorly fitted or top-dose-only effect, or effect the other way, or a change in a side signal; inactive = no such curve, though single readings can be large or run the other way; the % refers to the polarisation;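 also: polarization taken with two DNA probes labelled with fluorescein and Texas red; potency is read from the fitted curve at half-maximal effect; % of control where 0% means no effect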
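His-tagged ERG Ets domain (1 uM in the protein solution; 300mM KCl, 50mM Tris-HCl, 1mM EDTA, 1mM DTT, pH 7.5) received compound, then a probe mix of 5 nM fluorescein-DNA and 100nM Texas-615-DNA. Fluorescence polarization was read for both dyes.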
D2 agonist – HTS Assay for Allosteric Agonists of the Human D2 Dopamine Receptor: Primary Screen for Agonists | D(2) dopamine receptor (Homo sapiens), P14416 | HEK293 T-REx D2 cells, calcium flux agonist mode | activation, % at 2 µM | actives 0.53% (n = 340,000);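 active = activation over 3 SD above normal in the single-dose calcium agonist read, cut at about 30% in these data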; also: 0% is about no effect
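Agonism scored from kinetic calcium signal (1 read/sec, 180 s) following compound pin transfer, after a 10 s baseline. Cells: HEK293 Trex line expressing inducible D2 receptor coupled to calcium, dye-loaded after overnight culture at 30 C.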
Vif-APOBEC3F blk – qHTS for Inhibitors of Vif-A3F Interactions: qHTS | Potency, µM (titrated, usually from 46.1 µM), for the others: top-dose activity, negative = active | actives 0.2% (n = 390,000) | AID 602313, 2012 | HeLa A3F-eYFP + Vif (tagged APOBEC3F with the HIV-1 protein that degrades it), YFP fluorescence increase; also: potency is read from the fitted curve at half-maximal effect; % of control where 0% means no effect; nearly all actives have a fitted effect of over 65% in size
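HeLa cells stably expressing A3F-eYFP plus Vif, plated and incubated overnight at 37 deg C, then exposed to compounds overnight at 37 deg C. Blocked degradation read as raised yellow fluorescence (Ex 488/Em 500-530).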
D2 antag – HTS Assay for Allosteric Antagonists of the Human D2 Dopamine Receptor: Primary Screen for Antagonists; HEK293 TREx D2 cells, calcium flux, dopamine EC80; inhibition, % at 10 µM; actives 2% (n = 340,000); AID 485344, 2010; in the data active = inhibition above about 30%; also: 0% is about no effect
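Calcium flux kinetic readout in an inducible HEK293 TREx D2 line plated overnight at 30 C. After 180 s compound exposure, an EC80 dopamine challenge follows with another 180 s kinetic read to detect antagonism.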
GRP78 ERSR act – qHTS for Inducers of the Endoplasmic Reticulum Stress Response (ERSR) in Human Glioma: qHTS; U87-MG GRP78 promoter luciferase reporter, 16 h; Potency, µM, for the others: at the top dose activation, most hits filed as activators; actives 0.02% (n = 420,000); AID 602332, 2012; also: potency is read from the fitted curve at half-maximal effect; series mostly up to about 76 µM; % of control where 0% means no effect; nearly all actives have a fitted effect of over 35% in size
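Stably transfected U87-MG human glioma cells carrying a GRP78-based luminescent sensor were seeded at 1000 cells/well, pin-dosed with compounds and incubated 16 h. Luciferase reagent was then added, and end-point luminescence was read after 10 min at room temperature.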
RGS4 inh – Inhibitors of Regulator of G Protein Signaling (RGS) 4: qHTS; Potency, µM (highest dose often 114 µM), for inactives: at the highest dose activity change, negative = inhibition, actives largely listed as inhibitors; AID 504845, 2011; Transcreener GDP fluorescence polarization, RGS4-accelerated GTP hydrolysis; actives 0.039% (n = 390,000); also: potency is read from the fitted curve at half-maximal effect; % is scaled to controls: 0 for no effect and ±100 for the full control effect; nearly all actives have a fitted effect of over 75% in size; some results filed as inactive show a strong effect at the top dose
Target sequence (P49798 whole entry, looked up): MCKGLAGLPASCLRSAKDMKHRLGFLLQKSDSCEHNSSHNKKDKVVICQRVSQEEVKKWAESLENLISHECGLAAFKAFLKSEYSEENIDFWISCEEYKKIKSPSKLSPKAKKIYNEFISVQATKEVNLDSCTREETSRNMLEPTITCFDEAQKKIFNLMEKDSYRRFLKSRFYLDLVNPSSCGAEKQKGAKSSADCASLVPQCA
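MLSMR compounds (23 nl, pin-transferred) preincubated 10 min at room temperature with a 500nM (2x) first reagent, then RGS4 at 900nM (2x) plus Transcreener GDP mix added; fluorescence polarization (620/688 nm) read before and after 90 min at 30 °C.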
LDHA block – qHTS assay for inhibitors of human lactate dehydrogenase; L-lactate dehydrogenase A chain (Homo sapiens), P00338; purified LDHA, NADH/diaphorase-resazurin fluorescence; stronger effect = lower value; activity change, % (values are at about 110 or 230 µM); actives 0.15% (n = 480,000); AID 1347041, 2019; in the data active = activity change below about -30%; inconclusive = mostly about -25% to -30%;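 also: plate controls were DMSO wells for no effect and wells without enzyme for full effect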
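Remaining NADH was detected by diaphorase (0.133 mg/mL) converting 37 µM resazurin to fluorescent resorufin, read at 0 and 20 minutes. The preceding 5-minute room-temperature reaction used 2 nM LDHA, 0.2 mM sodium pyruvate and 0.06 mM NADH at pH 7.4.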
An asterisk follows results filed as active; i = inactive; ? = inconclusive; / = not tested or not shown; & = joins results of further samples; [ ] = another dose, or the depositor's remark. Unless noted, calls follow the shape of the dose curve; as a rule, active = well fitted curve in the direction sought with a large enough effect; inconclusive = small, poorly fitted or top-dose-only effect, or another doubt; inactive = no such curve, though single readings can be large; an effect the other way counts as inactive or inconclusive. A portion of the library; the hit share may differ from the screen's.

Values run as follows: Vif-APOBEC3G blk	12-LOX inh	ERG-DNA inh	D2 agonist	Vif-APOBEC3F blk	D2 antag	GRP78 ERSR act	RGS4 inh	LDHA block
- O=C(NCCN1CCOCC1)c1cc(-c2ccc(Cl)c(Cl)c2)on1
 : 1%	-2%	3%	1.6	-7%	15	2%	6%	-6
- CC(Sc1nnc(NC2CC2)s1)C(=O)Nc1ccc(S(N)(=O)=O)cc1 (stereo not given)
 : 2%	?	-4%	/	-5%	/	-2%	-5%	-7
- O=C(COc1ccccc1Cl)OCc1cc(=O)n2nc(-c3cccs3)sc2n1
 : 1%	-12%	3%	0.0	-1%	/	-1%	10%	-3
- Cc1cccc(CSc2nnc(Cn3c(=O)sc4ccccc43)n2C)c1
 : -5%	i	-5%	0.4	2%	1	-2%	-4%	-7
- CCCn1c(N)c(C(=O)COC(=O)CNC(=O)c2ccc(C)c(C)c2)c(=O)n(C)c1=O
 : 4%	369%[activator]	9%	0.5	-10%	-9	-3%	13%	1
- O=C(C[C@H]1C/C=C\C[C@@H](NC(=O)OCC2c3ccccc3-c3ccccc32)C(=O)O[C@@H](c2ccccc2)CNC1=O)N[C@H](CO)Cc1ccccc1
 : ?	-14%	1%	/	1%	/	-2%	-5%	7
- COC(=O)c1ccc(-n2c(C)cc(C(=O)COC(=O)C3=COCCO3)c2C)cc1
 : 3%	8%	-9%	/	4%	/	2%	6%	-7
- CN(C(=O)c1ccc2c(c1)OCCO2)c1c(N)n(Cc2ccccc2)c(=O)[nH]c1=O
 : 1%	-16%	0%	1.4	-6%	-9	-1%	-8%	-6
- O=C(NC(=S)N1CCN(Cc2ccc3c(c2)OCO3)CC1)c1ccc(Cl)cc1
 : -1%	?	0%	-0.8	-3%	-32	-4%	-26%	-12
- COCc1cc(C)[nH]c(=O)c1C(=O)NC12CC3CC(CC(C3)C1)C2
 : -1%	9%	2%	-0.1	-14%	-8	-2%	-9%	-7
- COc1ccccc1Nc1cc(C)nc2nc(-c3ccccc3)nn12
 : -2%	-11%	-2%	-0.3	-7%	/	1%	22%	-6
- CC(=O)COc1coc(CN2CCN(c3ccc(F)cc3)CC2)cc1=O
 : 1%	0%	3%	0.2	-11%	-8	-4%	3%[56.9 µM]	-11
- COCCNC(=O)c1cc2nc(-c3ccc(F)cc3)cc(C(F)(F)F)n2n1
 : 0%	3%	7%	0.1	-16%	-7	-8%	18%	-14
- Cc1ccc(S(=O)(=O)N2CCCCC2)cc1NC(=O)CCNC(=O)c1ccccc1Cl
 : 1%	-10%	/	/	-1%	/	-2%	/	-2
- Cc1nnc(N/N=C/c2cccc(C(F)(F)F)c2)n1N
 : 2%	15%	3%	19	1%	-17	-3%	-36%	39
- CCS(=O)(=O)C1=NN2C(=N)/C(=C\c3ccc(OC(=O)c4ccco4)cc3)C(=O)N=C2S1
 : 0%	?	-1%	-0.6	13%	0	-3%	11%	-10
- O=[N+]([O-])c1ccc(S(=O)(=O)N2CCSC2c2ccco2)cc1 (stereo not given)
 : -10%	19%	6%	0.5	2%	14	-5%	?	5
- COCCOC(=O)C1=C(C)N(Cc2ccccc2)C(=O)NC1c1cccc(OC)c1OC (stereo not given)
 : -1%	0%	-16%	-0.1	3%	-8	-4%	-30%	-3
- COc1ccc([C@@H]2CC=C(C(=O)O)[C@H](c3ccccc3)N2S(=O)(=O)c2ccc(C)cc2)cc1OC
 : 0%	0%	-7%	0.1	-1%	5	2%	23%	-3
- COCCNC(=O)C(Cc1c[nH]c2ccccc12)NC(=O)OCc1ccccc1 (stereo not given)
 : -9%	-16%	-1%	-1.5	9%	1	-1%	-30%[56.9 µM]	-3

More records:
Values run as follows: Vif-APOBEC3G blk	12-LOX inh	ERG-DNA inh	D2 agonist	Vif-APOBEC3F blk	D2 antag	GRP78 ERSR act	RGS4 inh	LDHA block
- COc1ccc2nc(NC(=O)CN(C)S(=O)(=O)c3cccs3)sc2c1
 : 1%	-20%	-16%	0.2	0%	-3	2%	-5%	0
- COC(=O)c1c(C)[nH]c(C(=O)COc2ccc3ccc(=O)oc3c2)c1C
 : -11%	?	-6%	1.2	-18%	2	-3%	?	-10&0
- COc1ccc(S(=O)(=O)N2CCCCC2)cc1NC(=O)c1[nH]c(C)c(C(C)=O)c1C
 : 4%	5%	-14%	/	0%	/	-1%	-13%	-11
- Nn1cc(-c2ccccc2)nc1SCC(=O)Nc1ccc2c(c1)OCO2
 : -10%	-16%	6%	-2.7	-1%	-5	0%	-22%	-7
- O=C(c1cccc(Cl)c1)C1CCCN(C(=O)c2ccc3c(c2)OCO3)C1 (stereo not given)
 : 4%	-32%	-5%	-0.4	5%	16	2%	1%	-2
- O=C(CSc1n[nH]c(-c2ccccc2Cl)n1)N1CCN(c2ccccc2F)CC1
 : 3%	-14%	9%	-1.1	7%	/	-3%	11%	-8
- Cc1ccc(C)c(NC(=O)CN(C)C(C)C(=O)N2CC(C)CC(C)C2)c1 (stereo not given)
 : 2%	7%	-29%	0.6	-4%	-4	3%	-18%	0
- CN1CCOCCOc2ccccc2OCCOCC1
 : 2%	103%	-14%	/	-1%	/	-3%	-15%	-3
- Cc1c(Cl)cccc1NC(=O)COC(=O)Cn1cnc2c1c(=O)n(C)c(=O)n2C
 : -10%	0%	-4%	0.2	-1%	-3	1%	23%	0
- COc1ccc(NS(=O)(=O)c2cccc(N3CC(O)=C(c4ccccc4)C3=N)c2)cc1
 : 0%	-21%	-6%	-0.9	5%	6	-1%	4%	-5
- COc1ccc(N(CC(=O)NCc2ccc3c(c2)OCO3)S(=O)(=O)c2ccccc2[N+](=O)[O-])c(OC)c1
 : -4%	0%	-4%	-2.2	?	-1	-9%	3%	-5
- CCC(C)NC(=O)c1ccc(NC(=O)C2=C(C)OCCS2)cc1 (stereo not given)
 : -2%	21%	-7%	0.1	-6%	44*	-3%	-10%	-8
- CCC(=O)Nc1cc2c3c(c1)CCC(=O)N3CCC2
 : 0%	0%	4%	-0.5	0%	-19	-1%	-31%	-3
- CCCCc1nnc(NC(=O)C(=O)OCC)s1
 : -3%	-6%	-12%	-0.6	-8%	4	-5%	14%	-4
- CCOc1ccc(C2C(C(=O)c3ccco3)=C(O)C(=O)N2CCCn2ccnc2)cc1OC (stereo not given)
 : 1%	-20%	9%	0.1	-12%	-3	-3%	-11%	-3
- CC(=O)Nc1nc(C)c(Cc2ccccc2)c(=O)[nH]1
 : -4%	148%[activator]	0%	0.5	-1%	-26	6%	25%	2
- CC[C@]12c3[nH]c4cc(-c5ccco5)ccc4c3CCN1C(=O)[C@@H](CC(=O)NCCc1ccccn1)C[C@@H]2C(=O)N1CCN(C(=O)C2CC2)CC1
 : 0%	17%	1%	/	10%	/	-2%	-51%	0
- COc1ccc(Cl)cc1NC(=S)NCCC(c1ccccc1)c1ccccc1
 : 1%	32µM*	-8%	0.4	?	0	-6%	10%	-5
- Cc1cc(=O)[nH]c2c1c(C)nn2-c1ccccc1
 : -1%	3%	-21%	0.5	-5%	15	-5%	12%	-2
- CCOC(=O)C1=C(NC(=S)NC(=O)c2ccccc2)c2ccccc2CC1C(C)C (stereo not given)
 : 3%	?	-8%	0.4	0%	11	-1%	-40%	-2

Going on with the list:
Values run as follows: Vif-APOBEC3G blk	12-LOX inh	ERG-DNA inh	D2 agonist	Vif-APOBEC3F blk	D2 antag	GRP78 ERSR act	RGS4 inh	LDHA block
- Cc1cccc(NC(=O)C(C)OC(=O)CNC(=O)C2CCCCC2)c1 (stereo not given)
 : 1%	4%	/	/	-2%	/	-1%	/	-6
- CCOc1ccc(-n2c(-c3ccccc3)nnc2-c2ccccc2)cc1
 : 1%	0%	11%	-0.5	1%	6	-7%	-16%	-1
- CC(=O)NCC(=O)NC(Cc1ccccc1)C(N)=O (stereo not given)
 : 0%	159%[activator]	-5%	0.2	0%	-6	-2%	-2%	-6
- O=C(Cn1c(NCCO)nc2ccccc21)c1ccc(F)cc1
 : 0%	?	1%	0.3	5%	-6	-2%	-6%	-1
- CCOc1ccccc1-n1c(SCC(=O)NC(C)(C)C)nnc1-c1ccoc1C
 : 0%	0%[57.4 µM]	0%	0.2	1%	12	8%	-14%	-3
